Pf Dd2 growth = blocks in vitro growth of P. falciparum Dd2; P. falciparum Dd2 growth, SYBR Green, 72 h; Potency, µM (highest dose often 28.9 µM), for the others: top-dose activity, negative = inhibition, usual class: inhibitors; 120,000 tested, 4.3% active; AID 1347417; active means well fitted inhibition curve with a large enough effect; inconclusive means small, poorly fitted or top-dose-only effect; inactive means no such curve, though single readings can be large or run the other way;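 further: plate controls were DMSO vehicle for no effect and reference drug for full effect; nearly all actives have a fitted effect of over 65% in size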
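Readout: SYBR Green fluorescence, 485 nm excitation, 535 nm emission, after ~16 h lysis at 37C. Before that, Dd2-infected red cells (2.5% hematocrit) grew 72 h with compound, 29 uM top final concentration.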
The depositor's hits bear a star; i = inactive; ? = inconclusive; [ ] = dose if it differs, or a comment. Potency means the concentration at half of the fitted maximal effect.

SMILES | Pf Dd2 growth
Cc1nc2c(c(NC3CC3)n1)CCN(C(=O)CCc1ccncc1)CC2 | -13%
O=C(NCc1ccccn1)C1CCCN(C2CCN(C(=O)Cn3cnnn3)CC2)C1 (stereo not drawn) | -2%
O=C(CC1CCCC1)N1CCC(Nc2cccnc2)C1 (stereo not drawn) | i[5.79 µM]
O=c1cc(-c2cnccn2)oc2c(Nc3cccc(OC(F)(F)F)c3)nccc12 | -3%[44.1 µM]
OCC1CN(C2CCC2)CC12CCNCC2 (stereo not drawn) | 11%
O=C(NC[C@H]1OC[C@@H](NC2CCCCC2)[C@@H]1O)c1cccs1 | i
COc1ccc2cc(C(=O)N3CC4CC(C3)[C@H]3CCCC(=O)N3C4)[nH]c2c1 (stereo partly drawn) | -6%
Cc1oc(C(O)c2ccccc2)nc1C(=O)Nc1ccc2c(c1)CC(=O)N2 (stereo not drawn) | i
CCCCC(=O)N1CCC2(CC1)SCC(=O)N2c1ccc(Cl)cc1 | i
CC1=C[C@@H](CNC(=O)C2CC2)[C@H](C(C)C)C[C@H]1Cc1nnc(-c2cncn2C)o1 | ?
O=C(Cn1c2c(c(=O)n1Cc1ccccc1)CCN(Cc1ccccc1)C2)NCc1cccc(Cl)c1 | i
Cc1ccc(-n2nc(C)c3c(C)c(CCC(=O)NCc4ccc(Cl)cc4)c(C)nc32)cc1 | -7%
CCCN1CCN(CCCNC(=O)c2ccc(CS(=O)c3ccc(OC)cc3)o2)CC1 (stereo not drawn) | 23%
COCCNC(=O)c1ccc2c(c1)N(Cc1c(F)cccc1Cl)C(=O)c1ccccc1S2 | ?
Cc1cc2c(cc1S(=O)(=O)Nc1cccc(Cl)c1C)n(C)c(=O)c(=O)n2C | i
Fc1cc(Br)ccc1Nc1c2c(nc3nc(-c4cccs4)nn13)CCCC2 | ?
CCOCCc1nn2c(=O)cc(COC(=O)c3ccc4c(c3)OCO4)nc2s1 | ?
COc1ccc(CN2C[C@H]3CN(Cc4nccn4C)CCN3C2=O)cc1 | -6%[44.1 µM]
Cc1cc(Cn2cc3c4c(cccc42)[C@H](CC(C)C)N[C@H](C(=O)NCc2ccc(C)o2)C3)no1 | 13µM*
COc1ccccc1CC(=O)N1CCCc2ncc(C(=O)NCc3cccc(F)c3)cc21 | i
CCOc1cccc(CNc2ncncc2-c2nc(-c3ccccc3)no2)c1 | -11%
Cc1c(C(=O)N(C)C)sc2c1c(=O)n(-c1ccc(Cl)c(Cl)c1)c(=O)n2CC(=O)N1CCCCC1C (stereo not drawn) | 36%[activator]
CCC1Oc2ccc(NC(=O)c3ccc([N+](=O)[O-])cc3)cc2CN(Cc2ccccc2F)C1=O (stereo not drawn) | -13%
O=C1NCCCCCCN(C(=O)c2ccncc2)[C@H]2C[C@H](c3nc(-c4cnccn4)no3)C[C@@H]12 | 9%
O=C(Cc1ccc(F)cc1)N1CCCC(c2nn(-c3ccc(F)cc3)c(=O)[nH]2)C1 (stereo not drawn) | -13%

Random excerpt: two compounds from above
SMILES | Pf Dd2 growth
O=C(CC1CCCC1)N1CCC(Nc2cccnc2)C1 (stereo not drawn) | i[5.79 µM]
O=C(NCc1ccccn1)C1CCCN(C2CCN(C(=O)Cn3cnnn3)CC2)C1 (stereo not drawn) | -2%

The main list resumes, repeating the 5 entries before the break.
SMILES | Pf Dd2 growth
CCOc1cccc(CNc2ncncc2-c2nc(-c3ccccc3)no2)c1 | -11%
Cc1c(C(=O)N(C)C)sc2c1c(=O)n(-c1ccc(Cl)c(Cl)c1)c(=O)n2CC(=O)N1CCCCC1C (stereo not drawn) | 36%[activator]
CCC1Oc2ccc(NC(=O)c3ccc([N+](=O)[O-])cc3)cc2CN(Cc2ccccc2F)C1=O (stereo not drawn) | -13%
O=C1NCCCCCCN(C(=O)c2ccncc2)[C@H]2C[C@H](c3nc(-c4cnccn4)no3)C[C@@H]12 | 9%
O=C(Cc1ccc(F)cc1)N1CCCC(c2nn(-c3ccc(F)cc3)c(=O)[nH]2)C1 (stereo not drawn) | -13%
COc1ccc(-c2cc(C(F)(F)F)n3nc(C(=O)O)c(Cl)c3n2)cc1OC | i
CN(C)c1ccc(CNC(=O)c2cnc3sc(N4CCCCCC4)nn3c2=O)cc1 | ?
CCCN1C(=O)CCc2cc(NC(=O)Cc3ccccc3OC)ccc21 | i
CN(C)C(=O)C1CN(Cc2ccccc2)C(=O)N1 (stereo not drawn) | -2%[144 µM]
c1ccc2cc(-c3noc([C@@H]4Cc5nc[nH]c5CN4CC4CCCCC4)n3)ccc2c1 | -14%[44.1 µM]
N[C@H]1[C@H](O)[C@@H](N2CCCCC2)[C@@H]2OC[C@H]1O2 | -4%[44.1 µM]
CCN1CC(C(=O)NCc2noc(Cc3ccccc3)n2)CCC1=O (stereo not drawn) | -16%
O=C(NC1CC1)c1ccc2nnc(-c3ccc(F)cc3)n2c1 | 10%[44.1 µM]
O=C(Cc1cccs1)N1CCCn2cc(-c3ccccc3F)nc21 | i
CCOC(=O)CSc1nc2ccc(NC(=O)c3ccccc3)cc2s1 | i
COc1ccc2nc3n(c2c1)[C@@H](CNCc1ccccc1)COC3 | 7.1µM*
NC(=O)[C@@H](Cc1ccccc1)NC(=O)C1=C[C@@H](NC(=O)c2cnccn2)[C@@H](O)[C@H](O)C1 | -3%[44.1 µM]
O=C1CC2(CCN(C(=O)c3ccccc3)CC2)Oc2ccccc21 | i
O=C(C1CCCC1)N1CCC(C(=O)O)(c2ccccc2)CC1 | -2%
OCCC1CN(c2nc(-c3ccccc3)nc3c2CCC3)CCN1C1CCCC1 (stereo not drawn) | 10µM*
O=C(c1ccc(Cl)cc1)N1CC2(CCN(Cc3ccc(Cl)cc3)CC2)Cc2ccccc21 | 13µM*
C[S+](=O)([O-])N1CC2(Cc3ccccc31)CN(C(=O)c1ccc(F)cc1)C2 | i
COc1ccc(S(=O)(=O)N2CCC(Cc3nncn3-c3ccccc3)CC2)cc1 | ?
COc1cncc(NC(=O)C2=NO[C@@H]3CN(CC4CC4)C[C@H]23)c1 | 16%[44.1 µM]
CN1CC(=O)N(c2ccccc2F)Cc2c(NCC3CC3)ncnc21 | 9%[44.1 µM]
O=C(c1ccccn1)N1CCCC2(CNc3ccccc3[S+](=O)([O-])N2)C1 (stereo not drawn) | 10%
CCOCCn1c(=O)[nH]c2cc(C(=O)N(C)Cc3ccncc3C)ccc21 | 12%
O=C(c1ccc2ncccc2c1)N1CCC(N2CC3CC(C2)[C@H]2CCCC(=O)N2C3)CC1 (stereo partly drawn) | -3%
CCc1nn(CC(=O)NCCCN(CC)CC)c(=O)c2cc3sc(C)cc3n12 | -11%
c1coc(-c2nnc([C@H]3CCN(Cc4cccs4)C3)o2)c1 | ?

The closing 3 records of the section above lead into the next:
SMILES | Pf Dd2 growth
O=C(c1ccc2ncccc2c1)N1CCC(N2CC3CC(C2)[C@H]2CCCC(=O)N2C3)CC1 (stereo partly drawn) | -3%
CCc1nn(CC(=O)NCCCN(CC)CC)c(=O)c2cc3sc(C)cc3n12 | -11%
c1coc(-c2nnc([C@H]3CCN(Cc4cccs4)C3)o2)c1 | ?
Cc1nnc2n1CCC(NC(=O)c1ccc3cc[nH]c3c1)CC2 (stereo not drawn) | 5%
CCOC(=O)c1cn(C2CN(S(=O)(=O)Cc3ccccc3)C2)nn1 | ?
Cn1ccc(CN2CCn3c(nn(-c4ccc(F)cc4F)c3=O)C2)c1 | 8.9µM*
O=C(c1ccco1)N1CCCn2cc(-c3ccc4c(c3)OCO4)nc21 | -11%
COc1ccc(S(=O)(=O)N2CC[C@H](NC(=O)c3ccncc3)C[C@H]2C(=O)N[C@@H](CC2CCCCC2)C(N)=O)cc1 | i
O=C(CSc1nccn1-c1ccc(Cl)cc1)Nc1ccc(Cl)c(Cl)c1 | i
CSCC[C@@H]1NC(=O)c2cc(NC(=O)Cc3ccc4c(c3)OCC4)ccc2NC1=O | -2%
CC(C)C1CN(C(=O)OC(C)(C)C)C(C)CN1 (stereo not drawn) | 26%[44.1 µM]
O=C1NCc2ccccc2CC12CCN(Cc1ccc(-c3ccccc3)cc1)C2 (stereo not drawn) | ?
Cn1c(=O)n(C)c2cc(CNCc3ccc(F)cc3)ccc21 | ?
COc1ccc(NC(=O)c2nc(SCc3ccc(F)cc3)ncc2Cl)cc1 | -9%
O=C(c1ccc(Cl)s1)N1CCC2(CNS(=O)(=O)c3cnccc3O2)C1 (stereo not drawn) | 12%
Cc1cccc(C)c1OCc1cc(=O)n2ccsc2n1 | -11%
Cc1nc(CN2Cc3nc(-c4cn[nH]c4)ccc3OCC2=O)cs1 | -4%[44.1 µM]
N#Cc1cccc(C(=O)N2CCCN(Cc3ccncc3)C(c3ccccc3)CC(=O)NCC2)c1 (stereo not drawn) | ?
COC(=O)c1ccc(NC(=O)C(=O)NCCc2sc(-c3cccc(F)c3)nc2C)cc1 | i
COc1ccccc1CC(=O)N1CCN(c2cc(-c3ccccc3)[nH]n2)CC1 | ?
Cn1nc(-c2ccc(C(=O)Nc3ccc(OC(F)(F)F)cc3)cc2)c2ccccc2c1=O | ?
Cc1cc(C)cc(NS(=O)(=O)c2cc3[nH]c(=O)c(=O)[nH]c3cc2C)c1 | i
COCCN(C)Cc1nc(Cc2ccccc2Cl)no1 | 2%
CN(CC(N)=O)C(=O)[C@@H]1[C@@H](NC(=O)Nc2ccc(F)cc2F)CCN1C(=O)c1cccn1C | 4%
c1cncc(COC2CCN(c3ncncn3)CC2)c1 | 2%
Cc1ccc(NC(=O)CCC2CCN(S(=O)(=O)c3ccccc3C)CC2)cc1F | ?
O=C(NC[C@H]1O[C@@H](CC(=O)N2CCN(c3ccccc3)CC2)C(O)[C@@H]1O)c1cccc(F)c1 (stereo partly drawn) | -7%
COC(=O)c1cc2sc(Cl)cc2n1Cc1cc(C)ccc1C | 19%
Continued:
SMILES | Pf Dd2 growth
O=C1c2[nH]nc(-c3ccccc3O)c2C(c2cccc(OCc3ccccc3)c2)N1CCO (stereo not drawn) | 140%[activator][5.79 µM]
O=C1CCN(S(=O)(=O)c2cccc(F)c2)CCCC(C(=O)NCc2ccccc2)CCN1 (stereo not drawn) | -6%
Cc1ccc2[nH]c(C(=O)Nc3ccccc3)cc2c1 | ?
Cc1nc(-c2ccccc2)n(CC(=O)Nc2ccc(C(C)C)cc2)c(=O)c1CCO | ?
Cn1nc2n(c1=O)CCC(NC(=O)CCc1nc3ccccc3[nH]1)CC2 (stereo not drawn) | 0%
CCNc1ncnc2sc3c(c12)CCN(C(=O)c1ccnn1C)C3 | 11µM*
O=C1COc2ccc(OCc3cccnc3)nc2CN1Cc1ccccc1F | -9%[44.1 µM]
COc1ccc(-c2nc(C(C)C)nc3c2CCN([S+](=O)([O-])c2c(C)noc2C)CC3)cc1 | ?
CNC(=O)[C@H]1C[C@H](Oc2ccccc2)CN1Cc1ccc(OC(F)(F)F)cc1 | i
Cc1cc(C)n(-c2nc(C)c(C)c(=O)n2CC(=O)Nc2ccc(OC(F)(F)F)cc2)n1 | ?
Cn1cnc(S(=O)(=O)N2CCCC(C(=O)Nc3ccc(F)cc3F)CCNC(=O)CC2)c1 (stereo not drawn) | -13%
O=C(CCc1ccccc1)NCC(=O)N1CCCCCCNC(=O)CC1c1ccccc1 (stereo not drawn) | ?
COc1cccc(CN2CCCN(S(=O)(=O)c3ccccc3)CCC(=O)NCC2)c1 | ?
CCOc1ccccc1C(=O)NC1CC(=O)N(CCc2ccc(F)cc2)C1 (stereo not drawn) | 0%
CCc1ccc(C(=O)NC2CCN(c3cnn(C)c(=O)c3)CC2)cc1 | -10%
O=C(Nc1ccc(Oc2ccccc2)cc1)N[C@H]1CO[C@H]2[C@@H]1OC[C@@H]2n1nnnc1Oc1ccc(-n2ccnc2)cc1 | -16%
Cn1cc(-c2ccncc2)cc1C(=O)N1CCN(c2ccccn2)CC1 | ?
Cc1noc(C)c1[S+](=O)([O-])N1CCC2(CC1)C(=O)Nc1ccccc12 | 11%
N#Cc1c[nH]n2c(NC3CCCCC3)c(-c3cccc(Cl)c3)nc12 | -12%
Cc1ccc(NC(=O)c2cc(S(=O)(=O)N3CCCCCC3)ccc2F)cc1F | ?
Cc1ccc(C)c(-c2[nH]ncc2CN2CCCC(O)(CN(C)C)C2)c1 (stereo not drawn) | ?
Cn1nc2n(c1=O)CCN(S(=O)(=O)c1ccc3c(c1)CCCC3)CC2 | 12%
COc1ccc(CC(=O)N2CC3(CCN(C)CC3)c3cc(OC)c(OCc4ccccc4)cc32)cc1 | ?
CNC(=O)N1c2ccccc2CC1c1nc(C(C)C)no1 (stereo not drawn) | -14%[5.79 µM]
O=C(Cn1ncc2c3ccccc3n(Cc3ccccc3)c2c1=O)NCc1ccccc1 | 18%
Additional records follow.
SMILES | Pf Dd2 growth
Cc1cccc(CNC(=O)c2cc3c(N4CCSCC4)nc(C)cn3n2)c1 | ?
Cc1ccc2nc(-c3ccc(C)o3)c(Nc3ccc4c(c3)OCCO4)n2c1 | -21%
Cc1ccc(CN2CC[C@@H]3[C@H]2C(=O)NC[C@H](CCC(=O)NCc2cccs2)N3C)cc1 | 4%
CCOCCCn1c(SCC(=O)Nc2ccccc2OC)nc2c(oc3ccccc32)c1=O | ?
COCCn1ncc(N2CCCC(CC(=O)N(C)Cc3cccnc3)C2)cc1=O (stereo not drawn) | 20%
Cc1ccc(NC(=O)C2CCN(S(=O)(=O)c3c(C)noc3/C=C/c3ccco3)CC2)cc1C | -19%
Cc1noc(C)c1S(=O)(=O)NCC1Cn2cccc2C(=O)N1C (stereo not drawn) | 9%
Cc1cc(C)cc(NC(=O)c2cc(C)nc3c2c(C)nn3-c2ccccc2)c1 | -18%
COc1cccc(-n2ccn(CC(=O)Nc3ccccc3F)c(=O)c2=O)c1 | 70%[activator]
O=C(c1ccc2c(c1)N(Cc1ccccc1F)C(=O)c1ccccc1S2(=O)=O)N1CCN(c2ccccc2F)CC1 | ?
COC(=O)CNC(=O)Nc1cc(C(=O)NCc2ccc(C)cc2)ccc1N1CCCC1 | 54%[activator]

Screens: PubChem BioAssay, National Center for Advancing Translational Sciences (NCATS)

Not all compounds are listed, so the mix of outcomes need not match the whole.
